GoLoco inh red: RGS12 GoLoco-Gai1 interaction inhibition. P63096. Gai1:RGS12 GoLoco peptide FP, rhodamine, 10 min. Potency, µM (top dose mostly 61.6 µM), for inactives: top-dose activity, negative = inhibition, usual class: inhibitors. actives 0.44% (n = 230,000); active = well fitted inhibition curve with a large enough effect, not every such curve was filed as active; inactive = no such curve, though single readings can be large or run the other way; note: % is set by controls: 0 for no effect and ±100 for the full control effect; nearly all actives have a fitted effect of over 30% in size; many of its hits are not listed in these tables
Target sequence (P63096 whole entry, looked up): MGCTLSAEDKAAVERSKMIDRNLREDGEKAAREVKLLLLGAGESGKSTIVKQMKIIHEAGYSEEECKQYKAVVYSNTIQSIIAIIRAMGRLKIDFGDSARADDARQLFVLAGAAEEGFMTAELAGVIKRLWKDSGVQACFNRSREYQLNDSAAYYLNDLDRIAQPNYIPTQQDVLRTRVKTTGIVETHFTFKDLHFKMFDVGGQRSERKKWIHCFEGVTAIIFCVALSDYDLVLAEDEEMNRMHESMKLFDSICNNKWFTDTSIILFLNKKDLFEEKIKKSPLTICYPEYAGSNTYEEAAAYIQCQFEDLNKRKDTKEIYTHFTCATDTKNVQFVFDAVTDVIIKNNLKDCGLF
ALDH1A1 block: blocks purified human ALDH1A1 activity. Purified ALDH1A1, NADH fluorescence, propionaldehyde substrate. Potency, µM (series often up to 75.3 µM), for inactives: at the highest dose activity, negative = inhibition, most hits filed as inhibitors. actives 7.3% (n = 220,000). P00352; active = well fitted inhibition curve with a large enough effect, not every such curve was filed as active; inconclusive = small, poorly fitted or top-dose-only effect, or another doubt; inactive = no such curve, though single readings can be large or run the other way;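 note: plate controls were no enzyme wells and a reference inhibitor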
SMN2 splice enh: SMN2 splice variant enhancement; HEK293 SMN2-luciferase splicing reporter, luminescence, 30-36 h; Potency, µM (doses to about 46.1 µM), inactives show at the highest dose activity change, positive = activation, hits mostly activators; actives 2.8% (n = 210,000); AID 1458; note: % of control where 0% means no effect; nearly all actives have a fitted effect of over 55% in size
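HEK293 cells carry an SMN2 […]–luciferase reporter in which exon 7 inclusion puts luciferase in frame. Cells were plated 10-12 h before compound addition, then incubated 30-36 h at 37C. ONE-Glo luminescence was read; sodium butyrate at 4.5 mM final served as control.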
JMJD2E inh: inhibitors of human JMJD2E histone demethylase; AID 2147; actives 1.6% (n = 230,000); Potency, µM (top dose mostly 57.1 µM), inactives show top-dose activity change, negative = inhibition, most hits filed as inhibitors; B2RXH2; JMJD2E catalytic domain, FDH-coupled NADH fluorescence (FDH is formaldehyde dehydrogenase); active = well fitted inhibition curve with a large enough effect, not every such curve was filed as active; inconclusive = small, poorly fitted or top-dose-only effect, or another doubt; inactive = no such curve, though single readings can be large or run the other way;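 note: 0% = wells with enzyme and -100% = buffer wells without enzyme; nearly all actives have a fitted effect of over 50% in size; many of its hits are not listed in these tables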
LMNA splice mod: modulators of lamin A splicing. HeLa LMNA splicing GFP/RFP minigene ratio, 48 h. Potency, µM (series often up to 46.1 µM), inactives show at the top dose ratio change, negative = inhibition, hits mostly inhibitors. actives 0.01% (n = 200,000); active = well fitted inhibition curve with a large enough effect in the signal ratio, with a control signal flat, not every such curve was filed as active; inconclusive = small, poorly fitted or top-dose-only effect, or effect the other way, or a change in a side signal; the % refers to the signal ratio; note: % is set by controls: 0 for no effect and ±100 for the full control effect
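S3 HeLa stable clones carrying a lamin A-EGFP splicing minigene plus DsRed2 were seeded at 600 cells/well in Opti-MEM with 2% FBS, pin-dosed and incubated 48 h at 37°C. Acumen cytometry (488 nm) gave the GFP/RFP total-intensity ratio.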
RECQ1 inh: blocks DNA unwinding by human RECQ1; Potency, µM (doses to about 57.3 µM), without a hit: top-dose activity, negative = inhibition, hits mostly inhibitors; actives 0.54% (n = 240,000); P46063; RECQ1 DNA unwinding, red fluorescence kinetic read;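 note: plate controls were vehicle for no effect and no enzyme for full effect; nearly all actives have a fitted effect of over 30% in size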
Target sequence (P46063 whole entry, looked up): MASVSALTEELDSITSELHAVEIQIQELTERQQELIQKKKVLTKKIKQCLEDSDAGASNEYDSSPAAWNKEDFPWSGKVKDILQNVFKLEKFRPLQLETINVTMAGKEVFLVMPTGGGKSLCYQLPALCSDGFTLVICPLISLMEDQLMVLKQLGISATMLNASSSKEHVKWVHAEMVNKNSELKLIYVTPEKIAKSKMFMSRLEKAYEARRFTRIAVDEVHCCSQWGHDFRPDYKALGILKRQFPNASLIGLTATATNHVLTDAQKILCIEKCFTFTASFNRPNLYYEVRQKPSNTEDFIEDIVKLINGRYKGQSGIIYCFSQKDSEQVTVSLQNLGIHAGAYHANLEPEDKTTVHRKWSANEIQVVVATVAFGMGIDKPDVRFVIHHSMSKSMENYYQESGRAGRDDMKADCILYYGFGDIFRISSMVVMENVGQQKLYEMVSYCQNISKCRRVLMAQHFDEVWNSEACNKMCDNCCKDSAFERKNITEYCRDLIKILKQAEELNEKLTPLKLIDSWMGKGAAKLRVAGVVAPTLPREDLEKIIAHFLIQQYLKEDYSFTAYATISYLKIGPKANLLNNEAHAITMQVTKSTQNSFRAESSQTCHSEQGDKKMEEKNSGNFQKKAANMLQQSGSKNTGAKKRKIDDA
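RECQ1T1 50 nM; forked duplex (20 bp + 30-nt ss tails) 200 nM, ATP 2 mM final; pH 8.0, 2 mM MgCl2, 2.5 ug/ml poly(dI-dC); 15 min compound preincubation; discontinuous kinetic read over 2 h at RT.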
TRb SRC2 PPI: disrupts binding of human TR beta to SRC2; Potency, µM (series often up to 106 µM), without a hit: at the top dose activity change, negative = inhibition, most hits filed as inhibitors; AID 1469; TRbeta-SRC2 peptide binding, fluorescence polarization; receptor liganded with 1 µM T3; P10828; actives 0.065% (n = 280,000);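 note: plate controls were bound peptide for no effect and peptide without receptor for full effect; nearly all actives have a fitted effect of over 50% in size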
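Read-out is fluorescence polarization (555 nm excitation, 632 nm emission) of a Texas Red SRC2 coactivator peptide; loss of signal reflects blocked binding to human TRb ligand-binding domain in the presence of 1 uM T3.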
TexasRed fluor: counter-screen for TRb-SRC2 inhibitors: fluorescence interference; TRb/SRC2 Texas Red total fluorescence interference; Potency, µM (doses to about 106 µM), for inactives: top-dose fluorescence change, negative = quenching; actives 0.29% (n = 280,000); active = well fitted curve in either direction with a large enough effect; inconclusive = small, poorly fitted or top-dose-only effect; note: % is set by controls: 0 for no effect and ±100 for the full control effect
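Flags fluorescent or light-absorbing compounds by total fluorescence, S + 2P, at 555 nm excitation and 632 nm emission. Mixture: 20 nM Texas Red SRC2 peptide, 0.6 uM human TRb LBD, 1 uM T3, 5% DMSO; compound exposure 5 h at ambient temperature.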
An asterisk follows results filed as active; i = inactive; ? = inconclusive; nt = not tested or not shown; & = joins results of further samples; ! = repeats disagree; [ ] = remark or other dose. Unless noted, calls come from the whole dose curve; as a rule, active = well fitted curve in the direction sought with a large enough effect; inconclusive = small, poorly fitted or top-dose-only effect, or another doubt; inactive = no such curve, though single readings can be large; an effect the other way counts as inactive or inconclusive. Potency is the fitted concentration of half-maximal effect.

The opening 6 compounds, to show the layout:
#	Compound	GoLoco inh red	ALDH1A1 block	SMN2 splice enh	JMJD2E inh
1	O=C(NCSC1=NCCS1)c1ccccc1	-5%	2%	14%	2%
2	O=C(c1ccc(F)cc1)C(CCCCCC(CN1CCOCC1)C(=O)c1ccc(F)cc1)CN1CCOCC1 (configuration not stated)	2%	?	-35%[inhibitor]	1%
3	CC/C=C\C/C=C\C/C=C\CCCCCCCCCCCC(=O)O	-5%&-8%	22µM*!	-3%&26%	-4%
4	COCC(=O)Nc1c(C(=O)Nc2cccc(OC)c2)oc2ccccc12	13%	3%	11µM*	-8%
5	CC(=O)c1ccc(NC(=O)c2cc3nc4c(c(C(F)(F)F)n3n2)CCCC4)cc1	-2%	?	20%	-21%
6	Cc1nc(C)c(C(=O)NCc2ccc(Cl)cc2)o1	14%	?	-45%[inhibitor]	4%

#	LMNA splice mod	RECQ1 inh	TRb SRC2 PPI	TexasRed fluor
1	-5%	2%	1%	-4%
2	8%	-8%	-17%	1%
3	nt	14%&3%	-6%&-3%	-1%&-1%
4	-15%	-6%	2%	-2%
5	-2%	-24%	-18%	1%
6	?	-12%	5%	1%

The listing, previewed entries included:
#	Compound	GoLoco inh red	ALDH1A1 block	SMN2 splice enh	JMJD2E inh
1	O=C(NCSC1=NCCS1)c1ccccc1	-5%	2%	14%	2%
2	O=C(c1ccc(F)cc1)C(CCCCCC(CN1CCOCC1)C(=O)c1ccc(F)cc1)CN1CCOCC1 (configuration not stated)	2%	?	-35%[inhibitor]	1%
3	CC/C=C\C/C=C\C/C=C\CCCCCCCCCCCC(=O)O	-5%&-8%	22µM*!	-3%&26%	-4%
4	COCC(=O)Nc1c(C(=O)Nc2cccc(OC)c2)oc2ccccc12	13%	3%	11µM*	-8%
5	CC(=O)c1ccc(NC(=O)c2cc3nc4c(c(C(F)(F)F)n3n2)CCCC4)cc1	-2%	?	20%	-21%
6	Cc1nc(C)c(C(=O)NCc2ccc(Cl)cc2)o1	14%	?	-45%[inhibitor]	4%
7	COc1ccc(C(=O)NCc2csc(-c3cccs3)n2)cc1	3%	?	nt	?
8	Cc1cc(O)cc(=O)n1Cc1ccco1	-11%	-11%	-20%	8%

#	LMNA splice mod	RECQ1 inh	TRb SRC2 PPI	TexasRed fluor
1	-5%	2%	1%	-4%
2	8%	-8%	-17%	1%
3	nt	14%&3%	-6%&-3%	-1%&-1%
4	-15%	-6%	2%	-2%
5	-2%	-24%	-18%	1%
6	?	-12%	5%	1%
7	21%[46 µM]	3%	-6%	-5%
8	?	-16%	-3%	-6%

Down the list, from the results shown.
Nos. 1–8 in GoLoco inh red read -5%, 2%, -5%&-8%, 13%, -2%, 14%, 3%, -11%

Remaining list, next part:
#	Compound	GoLoco inh red	ALDH1A1 block	SMN2 splice enh	JMJD2E inh
9	CC(C)(C)OC(=O)NCCCCCc1nnc(SCC(N)=O)o1	0%	1%	-1%	2%
10	CCOc1ccc(-n2c(C)nc3cc(C(=O)NCCCN4CCOCC4)ccc32)cc1	10%	0%	-13%	1%
11	Cc1cc(=O)n2c(n1)OC(CO)C2 (configuration not stated)	3%	10%	13%	2%
12	O=C(CSc1ccc(-c2cccc([N+](=O)[O-])c2)nn1)N1CCCCC1	3%	?	-1%	-5%
13	COC(=O)c1ccc(NC(=O)c2ccc(CN3CCOCC3)cc2)cc1	4%	1%	-85%[inhibitor]	1%
14	Cc1ccc(C(=O)N2CCN(c3ccc(NC(=O)COc4ccccc4C)cc3)CC2)cc1	5%	?	-55%[inhibitor]	5%
15	Cc1ccc(/C(N)=N/OC(=O)CCC2CCCC2)cc1	0%	-2%	22%	-2%
16	O=C(Cn1nnc2ccccc21)N1CCCCC1	-2%	-4%	-6%	4%

#	LMNA splice mod	RECQ1 inh	TRb SRC2 PPI	TexasRed fluor
9	2%	6%	-2%	-5%
10	1%[0.0737 µM]	14%	-13%[53 µM]	-2%[53 µM]
11	5%	0%	6%	-1%
12	12%[46 µM]	i	1%	0%
13	7%	-13%	8%	3%
14	nt	i	7%	-1%
15	-3%[46 µM]	i	1%	0%
16	10%	-4%	6%	3%

Going on with the list.
#	Compound	GoLoco inh red	ALDH1A1 block	SMN2 splice enh	JMJD2E inh
17	Cn1cnc([N+](=O)[O-])c1SCC(O)CCl (configuration not stated)	5%	6%	-15%	7%
18	CCn1c(=O)cc(SCC(=O)NCCCN2CCN(c3ccccc3F)CC2)c2ccccc21	nt	5%	nt	-3%
19	CN(c1ncc(C(F)(F)F)cc1Cl)N1C(=O)c2cccc([N+](=O)[O-])c2C1=O	9%	-2%	6%	13%
20	CCc1c2c(nc3ccccc13)OC(C)C2 (configuration not stated)	8%	8%	0%	-3%
21	OCC(O)C(O)[C@H](O[C@H]1OC(CO)C(O)C(O)C1O)[C@H](O)CO (some centres not stated)	4%	-4%	4%	2%
22	COc1ccccc1CNC(=O)c1cc(=O)c2ccccc2o1	12%	-7%	-24%	-26%
23	COc1ccc(/C=N/NC(=O)Cc2cccs2)cc1	-7%	nt	nt	1%
24	CCOC(=O)C(=CNc1ccc(C(F)(F)F)cc1)C(=O)OCC	-2%	nt	nt	6%

#	LMNA splice mod	RECQ1 inh	TRb SRC2 PPI	TexasRed fluor
17	18%[46 µM]	i	3%	-1%
18	?	-6%	5%	-2%
19	14%[46 µM]	i	-3%	-1%
20	nt	-1%	-2%	-7%
21	10%	-15%	-6%	-2%
22	?	-16%	-3%	-7%
23	nt	i	-1%	-3%
24	nt	i	2%	-4%

(cont.)
#	Compound	GoLoco inh red	ALDH1A1 block	SMN2 splice enh	JMJD2E inh
25	O=[N+]([O-])c1ccc(Sc2cc[n+]([O-])c3ccccc23)c([N+](=O)[O-])c1	1%	nt	nt	7%
26	NC(=S)Nc1ccc2cn[nH]c2c1	-14%	6%	4%	7%
27	COc1ccc(Cn2nnnc2C(c2ccc(N(C)C)cc2)N2CCC(C(N)=O)CC2)cc1 (configuration not stated)	9%	?	11%	-5%
28	Cn1cc(-c2nc3cnc(N4CCOCC4)nc3n(CCC#N)c2=O)c2ccccc21	3%	14%	nt	nt
29	CCCC(=O)Nc1cc(-c2nn(C)c(=O)c3ccccc23)ccc1OC	nt	11%	nt	6%
30	CC(=O)N1CC[C@H]2CC(=O)CC[C@@]21C	-19%[136 µM]	3%[120 µM]	nt	nt
31	CCC(C)(C)NC(=O)C(c1ccc(C)cc1)N(Cc1cccs1)C(=O)c1ccc2c(c1)OCCO2 (configuration not stated)	0%	-1%	-12%	-3%
32	CCCNC(=O)OC[C@H]1O[C@H](CCO/N=C(\C)CCN2CCc3nc(-c4ccccc4)c(-c4ccccc4)cc3C2)C=C[C@@H]1Oc1ccc(OC)cc1	19%	-3%	-51%[inhibitor]	-14%

#	LMNA splice mod	RECQ1 inh	TRb SRC2 PPI	TexasRed fluor
25	nt	-6%	7%	-1%
26	nt	5%	-7%	-1%
27	-18%[46 µM]	i	-1%	-5%
28	?	-7%	nt	nt
29	-6%	-3%	-10%	-1%
30	nt	0%[126 µM]	6%[201 µM]	-1%[201 µM]
31	10%	-4%	-5%	-2%
32	?	i	-4%	-6%

(cont.)
#	Compound	GoLoco inh red	ALDH1A1 block	SMN2 splice enh	JMJD2E inh
33	CCN1CCN(c2nc(Nc3ccc(NC(C)=O)cc3)nc(Nc3ccc(NC(C)=O)cc3)n2)CC1	5%	nt	nt	-2%
34	Cc1n[nH]c(=O)nc1NCc1ccccc1	6%	16%	4%	6%
35	Cc1cccc(Cc2nnc(CCC(=O)NCc3cn4ccccc4n3)o2)c1	16%	-3%	nt	1%
36	Cc1ccc(-c2ccc(=O)n(CC(=O)NCCCN3CCCCC3C)n2)cc1 (configuration not stated)	1%	-4%	5%	?
37	Cc1cccc(CSc2ccc3nnc(-c4cccnc4)n3n2)c1	8%	?	1%	-2%
38	COc1ccc(N(CC(=O)Nc2c(C)n(C)n(-c3ccccc3)c2=O)S(=O)(=O)c2ccc(C)cc2)cc1	-10%	3%	nt	0%
39	CCCc1nc(SCC(=O)N2CCc3ccccc32)c2c(=O)n(C)c(=O)n(C)c2n1	15%	7%	-8%	7%
40	CCN(c1ccc(OC)cc1)S(=O)(=O)c1ccc2c(c1)CCN2C(=O)CCC(=O)O	-1%	12%	3%	-1%

#	LMNA splice mod	RECQ1 inh	TRb SRC2 PPI	TexasRed fluor
33	nt	32µM*	-4%	-4%
34	2%	i	-4%	1%
35	nt	-6%	2%	-3%
36	16%	0%	-19%	-2%
37	?	0%	-4%	1%
38	0%[46 µM]	2%	-1%	0%
39	-9%	-13%	-8%	0%
40	-15%	-10%	-17%	0%

(cont.)
#	Compound	GoLoco inh red	ALDH1A1 block	SMN2 splice enh	JMJD2E inh
41	CCOC(=O)C(C(=O)OCC)C(C(=O)OCC)N1CCOCC1 (configuration not stated)	14µM*	28µM*	0%	-9%
42	CCOc1ccccc1C(=O)N1CCCCC1C (configuration not stated)	0%	5%	7%	-6%
43	COC(=O)C1CCN(C(=O)C23CCC(C)(C(=O)O2)C3(C)C)CC1 (configuration not stated)	10%	?	-2%	0%
44	CCOC(=O)C1CCCN(S(=O)(=O)c2c(C)c(C)cc(C)c2C)C1 (configuration not stated)	8%	-9%	0%	-7%
45	COc1ccc(OC)c(NC(=O)c2nc3ccccc3s2)c1	16%	4%	2%	4%
46	COc1cc(/C=N/Nc2ncc(C(F)(F)F)cc2Cl)cc(OC)c1OC	4%	0%	8%	?
47	CCC1CC(C)(C(=O)Nc2ccc(S(N)(=O)=O)cc2)OC1=O (configuration not stated)	0%	11%	9%	3%
48	Cc1ccc(C)c(/C(O)=C2/C(=O)C(=O)N(CCN3CCOCC3)C2c2ccc(C)o2)c1 (configuration not stated)	4%	?	-5%	-12%

#	LMNA splice mod	RECQ1 inh	TRb SRC2 PPI	TexasRed fluor
41	?	i	-21%	1%
42	-1%	-4%	-11%	-2%
43	21%	-1%	-16%	2%
44	-5%	-13%	-13%	2%
45	-3%[46 µM]	-4%	2%	1%
46	?	0%	-22%	-5%
47	-4%	i	-2%	-1%
48	-5%	-9%	-10%	3%

High-throughput results (PubChem BioAssay)

Only part of the results is shown, so the mix of outcomes need not match the whole.
